TNF necrop inh – inhibitors of TNF-alpha triggered necroptosis, primary screen, cell-based, Jurkat FADD-/-, single concentration; Jurkat FADD-/- TNF necroptosis rescue, ATP luminescence, 24 h; 0 = TNF only, 100 = no-TNF cells; activation (protection from cell death), % at 10 µM; 220,000 tested, 0.068% active;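 active = activation, meaning protection from cell death, of at least 50% relative to plate controls; inactive = activation below 50%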;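 also: necroptosis triggered by 40 ng/mL TNF-alpha added together with compound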
RBBP9 inh – human RBBP9 inhibitors, primary screen, biochemical, fluorescence polarization, FP-Rh probe, HTS. inhibition, % at 7.94 µM. Serine hydrolase RBBP9 (Homo sapiens), O75884. 220,000 tested, 0.2% active. AID 1515, 2009. recombinant RBBP9;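 active = inhibition above the campaign mean of all tested compounds plus 3 SD, cut at about 14% in these data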;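 also: plate controls were DMSO wells with RBBP9 for no effect and wells lacking RBBP9 protein for full effect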
Target sequence (O75884 whole entry, looked up): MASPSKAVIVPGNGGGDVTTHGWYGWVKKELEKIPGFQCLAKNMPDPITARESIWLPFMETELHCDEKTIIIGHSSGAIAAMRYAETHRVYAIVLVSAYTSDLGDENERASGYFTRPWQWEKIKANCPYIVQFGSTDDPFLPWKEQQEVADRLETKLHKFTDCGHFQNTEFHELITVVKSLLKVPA
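Test system: recombinant human RBBP9. Quantity: 2.5 µM RBBP9 dispensing solution, before mixing. Detection: FP readout at 525/598 nm. Reagent: Serine-hydrolase probe FP-Rh, 375 nM pre-mixing. Measure: % inhibition. Control set: DMSO-treated enzyme wells and wells lacking RBBP9. Buffer or medium: Tris-NaCl-Pluronic buffer, pH 8.0. Times: preincubation 30 min plus labeling 45 min at 25 °C.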
Ba/F3 V617F tox – reduced viability of JAK2V617F-dependent Ba/F3 cells, primary screen, JAK2V617F inhibitor project, cell-based, Ba/F3 EpoR-JAK2V617F, luminescence | ATP luminescence | inhibition, % at 5.6 µM | 220,000 tested, 1.1% active | AID 1446, 2008;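 active = inhibition above the campaign mean plus 3 SD over all tested compounds, cut at about 24% in these data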;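 also: cytokine-independent growth of Ba/F3 cells driven by EpoR plus mutant JAK2; 0% = DMSO-treated cells and 100% = JAK inhibitor I control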
TRPML3 ag – human TRPML3 channel agonists, primary screen, cell-based, HEK293 TRPML3-YFP, Fluo-8 calcium fluorescence, 3 µM | 100% = the carbachol control signal | 220,000 tested, 0.29% active | activation, % at 3 µM | Mucolipin-3 (Homo sapiens), Q8TDD5;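 active = activation above its plate's cutoff, the mean activation of the plate's test wells plus 3 SD, cut at about 12% in these data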;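 also: 0% = DMSO only wells and 100% = carbachol wells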
Target sequence (Q8TDD5 whole entry, looked up): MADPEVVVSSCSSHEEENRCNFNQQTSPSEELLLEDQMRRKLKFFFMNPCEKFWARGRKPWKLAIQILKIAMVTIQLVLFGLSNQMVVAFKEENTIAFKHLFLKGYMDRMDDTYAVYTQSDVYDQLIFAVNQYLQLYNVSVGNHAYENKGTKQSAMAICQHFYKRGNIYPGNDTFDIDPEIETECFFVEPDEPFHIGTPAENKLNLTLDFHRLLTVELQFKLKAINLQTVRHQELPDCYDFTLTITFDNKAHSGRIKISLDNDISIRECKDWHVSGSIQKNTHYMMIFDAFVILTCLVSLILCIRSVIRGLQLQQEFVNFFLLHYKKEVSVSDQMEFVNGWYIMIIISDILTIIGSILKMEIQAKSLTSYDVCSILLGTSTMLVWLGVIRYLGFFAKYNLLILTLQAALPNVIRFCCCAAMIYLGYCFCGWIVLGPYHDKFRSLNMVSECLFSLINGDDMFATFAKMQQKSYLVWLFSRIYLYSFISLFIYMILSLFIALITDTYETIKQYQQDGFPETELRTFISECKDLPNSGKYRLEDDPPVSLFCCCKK
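Test system – HEK293 line with stable expression of human TRPML3-YFP channel · Control set – carbachol 87 µM final as high control (100%), DMSO as low control (0%) · Signal – Fluo-8 calcium dye fluorescence, ex 470-495, em 515-575 nm · Incubation – 1-h 37 °C dye load, 5-s basal, 120-s post-compound reads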
zfTRPN1 agonist – zebrafish TRPN1 channel agonists, primary screen, cell-based, HEK293, calcium fluorescence; transient receptor potential cation channel N1 (TRPN1/NompC), Danio rerio; HEK293 zebrafish TRPN1-YFP, Fluo-8 calcium fluorescence; 100% = response to 87 µM carbachol; 220,000 tested, 0.18% active; activation, % at 3 µM;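 active = activation above its plate's cutoff, the mean activation of test wells on that plate plus 3 SD, cut at about 19% in these data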;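 also: 0% = DMSO alone and 100% = 87 µM carbachol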
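Material: zebrafish TRPN1-YFP in HEK293 cells; Doses: single test compound dose, 3 µM nominal, 0.3% DMSO; Timing: dye loading 1 h at 37 °C, then 30 min room temperature; Technique: intracellular calcium fluorescence with Fluo-8; Benchmarks: high carbachol 87 µM, low DMSO alone.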
CHOP inhibitor – inhibitors of CHOP promoter induction, primary screen, cell-based, unfolded protein response, luciferase reporter; AID 2732, 2010; inhibition, % at 10 µM; 220,000 tested, 3.8% active; CHO-K1 CHOP-promoter luciferase, tunicamycin-induced, 15-18 h;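 active = compounds that reduced the stress-induced luciferase reporter signal by more than about 70% of percent inhibition, limit read from the data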;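 also: 0% = tunicamycin plus vehicle and 100% = wells without tunicamycin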
BaF3 tox – parental Ba/F3 cell viability inhibition, counter-screen for JAK2V617F inhibitor project, murine pro-B, CellTiter-Glo luminescence; CellTiter-Glo ATP luminescence; inhibition, % at 5.6 µM; 220,000 tested, 1.1% active;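 active = inhibition above a per-campaign cutoff, the mean inhibition of all tested compounds plus 3 SD, cut at about 27% in these data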;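 also: 0% = DMSO wells and 100% = JAK Inhibitor I control wells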
PPC-1+TRAIL kill – compounds killing PPC-1 cancer cells with TRAIL present, primary screen, TRAIL potentiator project, ATPLite luminescence, uHTS; PPC-1 cells + TRAIL, ATPLite viability luminescence; cell killing (% activity), % at 4 µM; 220,000 tested, 0.41% active;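 active = cell killing above 50% in the first pass at 4 µM, then a duplicate retest at 5 µM averaging 50% or more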;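 also: plate controls were cells with TRAIL plus DMSO for no effect and medium-only wells lacking cells for full effect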
Wee1 stabilizer – Wee1 degradation inhibitors, primary screen, cell-based, HeLa, Wee1K328M-luciferase, luminescence | 220,000 tested, 1.2% active | reporter increase, % at 5 µM | HeLa Luc-Wee1K328M stability; 100% = proteasome inhibitor MG132 effect | AID 1321, 2008;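 active = activation above the mean of all tested compounds plus 3 SD, set per screening run, cut at about 8.8% in these data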;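 also: cells exposed to compound for 20 h before luminescence read; 0% = DMSO alone and 100% = MG132 at 30 µM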
* marks the source's active call; other numbers are inactive results.

Start of the data: the first two compounds (preview)
Each structure is followed by: TNF necrop inh	RBBP9 inh	Ba/F3 V617F tox	TRPML3 ag	zfTRPN1 agonist	CHOP inhibitor	BaF3 tox	PPC-1+TRAIL kill	Wee1 stabilizer
CN(C)/C=C/c1c([N+](=O)[O-])c2ccc(O)cc2n1-c1ccccc1
 : -21	0	-6	0.4	0.2	38	-3	3	3
COc1cc(OC)c(C2CC(=O)N3CN(C)CSC3=C2C#N)cc1OC (stereo not given)
 : 0.9	-7	-2	0.1	0.0	-4	0	14	-2

This part in full, previewed entries included:
Each structure is followed by: TNF necrop inh	RBBP9 inh	Ba/F3 V617F tox	TRPML3 ag	zfTRPN1 agonist	CHOP inhibitor	BaF3 tox	PPC-1+TRAIL kill	Wee1 stabilizer
CN(C)/C=C/c1c([N+](=O)[O-])c2ccc(O)cc2n1-c1ccccc1
 : -21	0	-6	0.4	0.2	38	-3	3	3
COc1cc(OC)c(C2CC(=O)N3CN(C)CSC3=C2C#N)cc1OC (stereo not given)
 : 0.9	-7	-2	0.1	0.0	-4	0	14	-2
CCOc1ccccc1NC(=O)CCSc1nc2n[nH]c(C)c2c(=N)n1-c1ccccc1Cl
 : -12	-5	2	0.9	3.0	101*	6	8	-1
COc1ccc(CCNc2nc(C)nc3c2oc2ccccc23)cc1OC
 : -11	-9	2	2.1	2.8	60	18	23	-3
CC12CCC(C/C1=N\N=C1\NC(=O)/C(=C\c3ccc(Cl)cc3)S1)C2(C)C (stereo not given)
 : 2.5	-6	-3	0.8	-0.7	93*	3	-1	1
O=C(NCCCN1CCOCC1)c1cc(-c2ccccc2)on1
 : -9.9	1	-1	0.8	0.6	12	3	-8	-1
O=C(CCc1ccccc1)C(=O)N1CCCC(C(=O)c2cccc(Cl)c2)C1 (stereo not given)
 : 0.3	-4	-1	0.5	-1.8	29	4	6	1
CC(C)Cn1c2c(c(O)c(C(=O)Nn3c(Cc4ccccc4)nc4ccccc4c3=O)c1=O)CCCC2
 : -0.9	-5	2	-0.4	-1.6	28	3	26	-2
Cc1ccc(NC(=O)CN2C(=O)N/C(=C/c3ccc(N4CCOCC4)cc3)C2=O)cc1
 : 1.4	-3	2	1.8	-0.8	-57	12	6	3
CCNC(=S)Nc1cccc(F)c1C
 : -3.4	1	4	0.7	1.2	8	2	3	-2
O=C1c2cccc3cccc(c23)C(=O)N1/N=C/c1ccc(O)cc1O
 : 2.5	-3	0	1.5	0.0	70*	6	-3	2
CCOC(=O)N1CCC(NS(=O)(=O)c2ccc3c(c2)OCC(=O)N3)CC1
 : -1.8	0	-2	0.8	1.2	10	5	-15	-1
COc1cccc(Nc2nc3ccccc3nc2-n2nc(C)cc2C)c1
 : 1.0	-11	3	0.3	1.3	-36	3	9	0
c1ccc(-c2nn3c(-c4ccco4)nnc3s2)nc1
 : -0.2	-2	0	0.1	0.2	-28	3	0	-1
C/C(=N\OCC(=O)Nc1ccc(OC(F)(F)F)cc1)c1ccc2c(c1)OCCO2
 : 3.2	-8	-2	0.2	0.4	-16	-1	23	0
O=C(COc1ccc(Cl)cc1Cl)NC(=S)N1CCCc2ccccc21
 : 1.3	-5	-4	0.0	-0.4	41	2	31	1
O=C(Nc1ccc(S(=O)(=O)N2CCCC2)cc1)c1ccc(CN2CCOCC2)cc1
 : -10	-5	-4	4.3	11	18	4	21	-1
CC1CCCN(Cc2c(O)ccc3c2O/C(=C\c2ccco2)C3=O)C1 (stereo not given)
 : 0.5	2	4	0.0	0.3	2	6	19	-1
C=CC[n+]1ccc2ccccc2c1C
 : 0.1	-3	-2	1.2	-0.2	23	-3	20	4
O=C(Nc1nnc(SCc2ccc(F)cc2)s1)c1ccccn1
 : -5.4	-5	3	1.9	3.6	32	14	0	-1
c1coc(-c2nnc(SCc3nc4ccccc4[nH]3)o2)c1
 : -2.2	-4	-1	0.1	1.4	49	3	38	-2
CCSc1nnc(NC(=O)c2cc(OC)c(OC)c(OC)c2)s1
 : 0.4	-11	5	-0.6	0.7	1	9	-1	2
CN(C)CCCNC(=O)CCc1nc2ccccc2c(=O)[nH]1
 : -0.9	3	1	0.1	-0.2	-12	12	6	1
CCOc1ccc(N2C(=O)C3ON(C)C(c4ccc([N+](=O)[O-])cc4)C3C2=O)cc1 (stereo not given)
 : 5.0	7	-1	0.8	1.3	6	-6	14	2
Cc1nn2c(nc(N3CCCCC3)c3ccccc32)c1C=O
 : -0.9	-6	2	-0.9	-1.9	25	7	3	0
O=C(O)c1ccc(C[n+]2c(-c3ccccc3)csc2Nc2ccccc2)cc1
 : 1.5	-2	-4	0.1	0.0	-4	-1	16	2
O=C(CSCc1ccccc1F)NCc1ccccc1
 : 11	-6	-2	-0.8	-1.4	-21	8	25	-1
Cc1noc(C)c1CSc1nnc(-c2ccncc2)n1-c1ccc(Cl)c(Cl)c1
 : -5.9	1	-2	0.5	0.8	-35	0	8	-1
O=C(COC(=O)CCC(=O)c1ccc(Cl)cc1)NCc1ccco1
 : -0.9	-7	3	0.4	-0.1	11	3	38	0
CCN(CC)CC(=O)Nc1ccc(/C(C)=N/NC2=NCCN2)cc1
 : -0.6	-2	-3	0.9	2.0	6	-1	12	-1
COC(=O)C(C)Sc1nc(NCc2ccccc2)nc(N(C)C)n1 (stereo not given)
 : 0.1	2	20	-0.9	-1.9	1	5	13	-1
COc1cc2c(cc1OC)C(c1ccc3c(c1)OCO3)C1=C(CC(C)(C)CC1=O)N2 (stereo not given)
 : -5.2	-10	3	-0.1	0.8	18	4	6	-2
C=C(C)C(=O)Nc1cccc(C(C)=O)c1
 : -0.4	-3	-1	0.2	-0.1	2	5	10	0
Cn1nnnc1-c1cc(Br)ccc1NC(=O)c1ccccc1
 : 1.4	-6	-4	0.3	0.2	76*	2	15	-2
O=C(N/N=C/c1cn[nH]c1-c1ccc(F)cc1)c1ccncc1
 : 0.8	-6	0	0.4	-0.3	32	7	4	4
CCCCn1c(N)c(NCC(C)C)c(=O)[nH]c1=O
 : 2.0	-6	-1	-0.2	-0.5	-3	1	0	-2
CC1CCN(C(=O)Cn2c(=O)oc3ccccc32)CC1
 : 1.1	-3	2	0.4	0.7	11	3	-6	-2
CSc1cccc(NC(=S)Nc2cc(C)ccc2C)c1
 : -13	2	0	0.6	-1.0	0	-4	4	1
O=C(Nc1nc(-c2ccccn2)cs1)C1CC1
 : -0.9	-8	-1	-0.1	1.2	15	3	-2	1
Cc1cccc2nc(CSC(=N)N)c(Br)n12
 : 1.7	-9	0	-0.1	0.5	19	1	8	3
COc1ccc(OC)c(NC(=O)COC(=O)CNC(=O)c2ccc(OC)c(OC)c2)c1
 : -0.4	-10	4	0.7	1.0	12	4	22	1
CCC(Oc1ccccc1)C(=O)Nc1nnc(C)s1 (stereo not given)
 : 1.2	-2	0	0.3	1.4	38	3	15	-2
CC(=O)C1=C(O)C(=O)N(Cc2cccnc2)C1c1ccc(O)cc1 (stereo not given)
 : 1.7	-1	0	0.5	-0.1	-9	10	7	-4
Cn1c(=O)c2c(nc(CN3CCN(CCO)CC3)n2CCc2ccccc2)n(C)c1=O
 : 0.1	-2	0	0.9	1.4	-1	0	2	-1
Cc1cc(N2CCCC2)c(C)cc1C=O
 : -1.5	-4	-1	0.4	1.2	0	4	12	0
Nc1nn(-c2ccccc2)c(N)c1N=Nc1cccc(F)c1
 : -14	-5	84*	0.0	1.0	-19	80*	11	9
C=CCn1c(SCc2ccc(Cl)cc2)nc2c1c(=O)[nH]c(=O)n2C
 : -7.6	-5	-2	-1.2	-2.3	32	2	1	-1
O=C(C1Cc2ccccc2CN1S(=O)(=O)c1cccs1)N1CCCCC1 (stereo not given)
 : -1.6	4	-5	15*	-0.7	17	2	1	3

Copied from the list:
PPC-1+TRAIL kill result of CC(=O)C1=C(O)C(=O)N(Cc2cccnc2)C1c1ccc(O)cc1 (stereo not given) stands at 7
CHOP inhibitor result of CC1CCN(C(=O)Cn2c(=O)oc3ccccc32)CC1 stands at 11
zfTRPN1 agonist result of COC(=O)C(C)Sc1nc(NCc2ccccc2)nc(N(C)C)n1 (stereo not given) stands at -1.9
BaF3 tox result of O=C(N/N=C/c1cn[nH]c1-c1ccc(F)cc1)c1ccncc1 stands at 7

Compound activity deposited in PubChem BioAssay by several laboratories.

No enrichment for hits; about 6.8% have a hit in one of these screens.
